Rac1 act GTP bind: GTP binding modulators of activated mutant Rac1, primary screen, biochemical, bead-based flow cytometry, multiplex, fluorescent GTP. Ras-related C3 botulinum toxin substrate 1 (Homo sapiens), P63000. GST-Rac1 activated beads; actives lie on both sides; 100% means binding = to untreated wells. percent activity (GTP binding), % at 10 µM. actives 0.11% (n = 190,000). AID 764, 2007;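 active means GTP binding at least 20 percentage points away from the 100% baseline, in either direction, so actives lie on both sides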
HRas wt GTP: modulators of GTP binding to HRas wildtype, primary screen, biochemical, bead-based flow cytometry, multiplex; actives 0.14% (n = 190,000); GTPase HRas (Homo sapiens), P01112; AID 759, 2007; GTP binding activity, % at 10 µM; GST-Ras wt beads, Bodipy-FL-GTP binding; actives lie on both sides;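 active means GTP binding activity at least 20% away from the 100% baseline, either lowered as inhibitor or raised as activator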;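 further: 0% = unlabeled GTP competition control and 100% = no-compound control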
Target sequence (P01112 whole entry, looked up): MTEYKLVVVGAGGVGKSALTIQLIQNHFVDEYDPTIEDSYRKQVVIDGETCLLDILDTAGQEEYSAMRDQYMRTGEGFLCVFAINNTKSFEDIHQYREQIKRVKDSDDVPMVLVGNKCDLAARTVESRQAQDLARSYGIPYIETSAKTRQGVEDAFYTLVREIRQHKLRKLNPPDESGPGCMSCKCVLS
ABCG2 block: ABCG2 efflux pump inhibitors, primary screen, multiplex with ABCB1, IgMXP3 cells, flow cytometry. Broad substrate specificity ATP-binding cassette transporter ABCG2 (Homo sapiens), Q9UNQ0. JC-1 efflux. inhibition, % at 6.6 µM. actives 0.1% (n = 190,000). AID 1325, 2008;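 active means inhibition above 80%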;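 further: 0% = DMSO and 100% = nicardipine control wells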
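Assay system – ABCG2 IgMXP3 and barcoded ABCB1 CCRF-Adr cell mix · Input – 3 million cells/mL in well · Reagent – JC-1 fluorescent substrate · Compound – single test compound dose, 6.6 µM final · Timing – 10 min exposure at 25 °C with rotation, no wash · Detection – flow cytometry of retained JC-1 fluorescence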
ABCB1 block: ABCB1 efflux pump inhibitors, primary screen, cell-based, multiplex, flow cytometry, ABCG2 counter-screen; actives 0.067% (n = 190,000); CCRF-Adr cells, JC-1 efflux; inhibition, % at 6.6 µM; ATP-dependent translocase ABCB1 (Homo sapiens), P08183; AID 1326, 2008; in the data active means inhibition above about 40%;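 further: 0% = vehicle and 100% = reference inhibitor; higher value means more JC-1 retained so stronger ABCB1 efflux block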
Rac1 wt GTP bind: wildtype Rac1 GTP binding modulators, primary screen, biochemical, GST-Rac1 beads, flow cytometry, multiplex; Ras-related C3 botulinum toxin substrate 1 (Homo sapiens), P63000; fluorescent GTP binding; actives lie on both sides; 0 = cold GTP competed, 100 = untreated; GTP binding activity (% of control), % at 10 µM; actives 0.27% (n = 190,000); AID 757, 2007;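 active means GTP binding activity at least 20 points away from the 100% control level, either lower or higher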
Avidin fluor: green autofluorescence of compounds with avidin beads – biophysical, 488/530 nm, flow cytometry, artefact control, profiling panel; compound fluorescence 488/530 nm; hits give high values; fluorescence (KMESF) at 10 µM; actives 0.38% (n = 220,000); AID 1775, 2009; in the data active means fluorescence above about 47; further: inactives centre near 10
Mcl1-Noxa inh: Mcl-1/Noxa binding inhibitors, primary screen, biochemical, TR-FRET, 1536-well; TR-FRET Mcl-1/Noxa peptide binding, 2 h; inhibition, % at 21.7 µM; actives 1.5% (n = 220,000); AID 1022, 2008;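 active means compounds that cut the protein-peptide binding signal by more than 50% relative to plate controls in a single-dose test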;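 further: His-tagged Mcl-1 with rhodamine Noxa BH3 peptide and terbium anti-His antibody; 0% = Mcl-1 plus Noxa peptide wells and 100% = peptide-only wells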
Target sequence (Q07820 whole entry, looked up): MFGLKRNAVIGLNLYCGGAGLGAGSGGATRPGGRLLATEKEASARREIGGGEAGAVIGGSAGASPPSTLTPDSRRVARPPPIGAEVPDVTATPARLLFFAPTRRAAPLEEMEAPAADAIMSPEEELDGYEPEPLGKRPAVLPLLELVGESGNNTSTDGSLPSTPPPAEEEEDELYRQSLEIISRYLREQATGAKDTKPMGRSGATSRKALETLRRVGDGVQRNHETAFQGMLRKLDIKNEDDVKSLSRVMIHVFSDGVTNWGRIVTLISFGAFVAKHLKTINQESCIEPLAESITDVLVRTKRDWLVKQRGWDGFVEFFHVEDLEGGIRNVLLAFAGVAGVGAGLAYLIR
Rab2A wt mod: modulators of GTP binding to Rab2A wildtype, primary screen, biochemical, dog, bead-based flow cytometry, multiplex | actives 0.19% (n = 190,000) | GST-Rab2 wt beads, Bodipy-GTP binding | AID 760, 2007 | GTP binding activity, % at 10 µM | Ras-related protein Rab-2A (Canis lupus familiaris), P61105;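 active means GTP binding activity at least 20 points away from 100%, either lowered or raised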;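 further: 0% = beads with excess unlabeled GTP and 100% = no-compound control corrected for plate trend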
Cdc42 wt: modulators of GTP binding to wildtype Cdc42, primary screen, biochemical, multiplex bead flow cytometry, Bodipy-GTP; AID 761, 2007; GST-Cdc42 beads; actives lie on both sides; Cell division control protein 42 homolog (Homo sapiens), P60953; actives 0.2% (n = 190,000); percent activity (GTP binding), % at 10 µM;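 active means percent activity GTP binding at least 20 points away from the 100% baseline, either down as inhibitor or up as activator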;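 further: median bead fluorescence of bound Bodipy-FL-GTP at 100 nM; 0% = excess unlabeled GTP control and 100% = no compound control; below 100% means less GTP binding so inhibitor and above means activator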
Target sequence (P60953 whole entry, looked up): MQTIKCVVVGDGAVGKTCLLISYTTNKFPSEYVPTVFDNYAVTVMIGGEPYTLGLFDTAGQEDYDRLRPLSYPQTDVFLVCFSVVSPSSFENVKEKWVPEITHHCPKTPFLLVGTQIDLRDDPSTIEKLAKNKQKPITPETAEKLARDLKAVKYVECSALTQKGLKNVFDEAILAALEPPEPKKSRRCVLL
Pf gametocyte: late stage P. falciparum gametocyte viability inhibitors, primary screen, ATP luminescence, HTS | P. falciparum stage V gametocytes, 24 h | inhibition, % at 10.9 µM | actives 0.065% (n = 150,000) | AID 743093, 2013;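 active means inhibition above the mean plus 3 SD of compounds within the control limits, set per campaign, cut at about 38% in these data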;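 further: 0% = DMSO wells and 100% = medium only without gametocytes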
Rab7 wt GTP bind: modulators of GTP binding to Rab7, primary screen, biochemical, wildtype, multiplex bead flow cytometry; GTP binding activity (percent of control), % at 10 µM; actives 0.055% (n = 190,000); GST-Rab7 beads, fluorescent GTP binding; actives lie on both sides; untreated = 100%, excess cold GTP = 0%; Rab7 GTPase wild type (dog), Bodipy-FL-GTP binding;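 active means fluorescent GTP binding to Rab7 beads changed by at least 20 points from the 100% baseline, either direction, mostly lower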;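 further: median green fluorescence of bound Bodipy-FL-GTP per Rab7 bead population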
* = called active by the depositor; / = not tested or not shown.

Preview (two entries):
SMILES	Rac1 act GTP bind	HRas wt GTP	ABCG2 block	ABCB1 block	Rac1 wt GTP bind	Avidin fluor	Mcl1-Noxa inh	Rab2A wt mod	Cdc42 wt	Pf gametocyte	Rab7 wt GTP bind
CCOc1ncccc1C(=O)OCC(=O)c1ccc(C)c(C)c1	96	98	2	0.6	102	9	-8	98	95	5	109
Cc1nnc(SCC(=O)NC(C)(C)C)n1NCc1ccc(Cl)cc1	96	94	0	0.0	92	10	8	95	95	-1	92

All compounds of this part, previewed entries included:
SMILES	Rac1 act GTP bind	HRas wt GTP	ABCG2 block	ABCB1 block	Rac1 wt GTP bind	Avidin fluor	Mcl1-Noxa inh	Rab2A wt mod	Cdc42 wt	Pf gametocyte	Rab7 wt GTP bind
CCOc1ncccc1C(=O)OCC(=O)c1ccc(C)c(C)c1	96	98	2	0.6	102	9	-8	98	95	5	109
Cc1nnc(SCC(=O)NC(C)(C)C)n1NCc1ccc(Cl)cc1	96	94	0	0.0	92	10	8	95	95	-1	92
COc1ncccc1-c1nnn(-c2ccc(Cl)nc2)n1	96	97	4	0.8	95	5	16	96	97	/	105
O=C(O)c1ccccc1S(=O)(=O)c1ccccc1CO	95	98	1	0.2	99	5	7	97	100	-55	99
COC(=O)c1cc(C(=O)Nc2ccc(Cl)cn2)cc([N+](=O)[O-])c1	96	100	8	0.6	98	6	0	99	98	-13	107
Cc1ccc2c(c1)-c1cc(C)nn1C(c1ccc3c(c1)OCO3)N2 (stereo unspecified)	93	94	1	0.1	94	22	-8	92	96	-12	96
NC(=O)c1ccc(-n2nnnc2SCC(=O)c2ccc(O)c(O)c2)cc1	92	93	-1	-0.1	94	21	27	93	92	-43	102
CSc1nc2ncc3c(n2n1)CC(C)(C)CC3=O	95	97	0	0.3	103	5	-13	98	101	4	100
CCCCNC(=S)NNC(=O)c1ccncc1	94	96	3	-0.1	95	11	11	99	91	/	96
OCCC1CN(Cc2cccn2-c2cccnc2)CCN1CCc1ccccc1 (stereo unspecified)	95	99	3	2.1	98	11	8	98	97	20	103
Cc1ccccc1-n1nc2c(c1NC(=O)/C=C\c1ccc3c(c1)OCO3)CSC2	98	98	6	0.4	104	2	-3	95	99	/	94
Cc1ccc(C(C(=O)NC(C)(C)C)N(Cc2cccs2)C(=O)c2ccc3c(c2)OCCO3)cc1 (stereo unspecified)	102	101	13	3.2	102	7	-2	102	99	-11	99
CN1CCc2cc3c(c4c2C1CC41CCC(=NO)CC1)OCO3 (stereo unspecified)	98	99	1	0.0	101	9	-14	101	100	/	99
CC1(C)NC(=O)N(CCCSc2ccc(Cl)cc2)C1=O	95	98	1	0.2	99	6	9	98	98	-6	100
COc1ccc(-c2csc(Nc3ccccn3)n2)cc1	94	97	1	0.5	93	5	19	99	93	-13	103
Cc1ccc2[nH]c(=O)c(COC(=O)c3ccccn3)cc2c1	94	98	4	0.5	94	13	14	95	97	-6	96
Cc1cnc(NC(=O)c2ccc(-c3nc4ccccc4s3)o2)s1	95	96	-2	-0.6	94	5	24	96	92	/	94
CCCC(=O)Nc1ccc(NC(=S)NC(=O)c2cccs2)cc1	98	99	4	0.3	102	11	21	96	100	-10	99
CCN(c1ccccc1)S(=O)(=O)c1cccc(C(=O)OCc2nc3sc(C)c(C)c3c(=O)[nH]2)c1	101	100	2	0.5	103	3	-39	99	103	-5	98
Cc1ccc(C(C)C)cc1OCCN1CCCC1	101	106	0	0.2	108	6	30	103	103	11	103
CCOC(=O)c1c(NC(=O)c2cccs2)sc(C)c1C	100	97	10	0.0	101	7	-3	98	98	/	96
N#C/C(=C\c1ccc(F)c(F)c1)C(=O)NC1CCCCC1	100	99	6	-0.1	103	7	-3	99	99	/	98
COCCn1c(SCC(=O)NNC(=O)c2ccccc2)nc2ccccc2c1=O	98	98	4	0.3	101	13	14	100	97	-5	98
CCOc1ccc(N(C(C)C(=O)NN=C2CCCCCCC2)S(C)(=O)=O)cc1 (stereo unspecified)	100	100	4	3.1	103	1	19	100	101	4	98
CN1C(=S)SC(C)(C)C1NO (stereo unspecified)	97	100	0	0.1	100	6	5	99	102	/	98
COc1ccnc(N2CCN(c3cccc(C(F)(F)F)c3)CC2)c1C#N	101	104	2	0.0	100	15	-10	105	105	/	98
O=C(CP(=O)(c1ccccc1)c1ccccc1)Nn1cnnc1	98	99	1	0.2	101	9	3	100	100	15	98
COC(=O)c1cc(Cl)c(NC(=O)c2cc(OC)c(OC)c(OC)c2)cc1OC	99	102	36	0.1	103	12	7	100	98	/	102
COc1cc(Cl)c(C)cc1NC(=O)CSc1nnc(CCC(=O)O)c(=O)[nH]1	92	93	0	0.5	96	12	1	93	95	-12	95
N[C@@H](CO)c1nnc([C@H](CCC(=O)O)NC(=O)C2CCNCC2)o1	98	97	1	0.4	98	6	19	97	98	7	98
N#Cc1c(NC(=O)CSc2ncnc3sccc23)oc(-c2ccco2)c1-c1ccco1	88	89	2	0.3	86	5	97*	86	88	9	88
Cc1cccc(NC(=S)NN2CCN(C)CC2)c1	101	104	1	0.1	109	36	0	103	107	4	104
C/C(=N\N1CCN(c2ccccc2)CC1)c1ccco1	101	99	0	0.1	104	10	29	99	101	-7	102
COc1ccc(CC(=O)Nc2nc(C)cs2)cc1	91	92	0	0.9	91	5	7	90	89	/	95
Cc1ccc(C2N(c3nccs3)C(=O)C3CCCN32)cc1 (stereo unspecified)	97	99	2	0.8	95	14	6	98	100	16	98
Cc1nc(C)c(C(=O)N/N=C/c2ccco2)s1	96	97	6	0.5	99	14	-3	96	96	-6	97
COc1ccc(C2C3=C(NCCN=C3c3ccccc3)C(=O)N2c2ccccc2)c(OC)c1 (stereo unspecified)	91	91	1	0.3	87	18	-4	96	90	-4	92
COc1ccc(CCN2C(=O)CC(C(N)=O)SC2=Nc2ccc(F)cc2)cc1OC (stereo unspecified)	91	94	6	0.7	90	11	-6	95	89	/	98
COc1ccc(-n2ccnc2SCC(=O)Nc2ccc(OC)cc2OC)cc1	99	105	1	-2.1	103	14	-14	102	102	/	103
S=C(N/N=C1\C2CN3CCN(C2)CC1(c1ccccc1)C3)Nc1ccccc1	101	97	4	1.1	101	4	7	96	95	14	97
CS(=O)(=O)N(Cc1ccccc1)c1ccc(C(=O)NN=C2CCCCCC2)cc1	102	102	-3	-0.1	109	13	19	101	104	-40	99
Cc1ccc(CN2CC(C(=O)Nc3ccc(F)c([N+](=O)[O-])c3)CC2=O)cc1 (stereo unspecified)	92	90	5	0.5	90	25	4	92	93	/	93
Cc1ccc(CN2CCSc3ccc(C(=O)N4CCN(c5ncccn5)CC4)cc32)cc1	100	101	4	3.0	102	33	-53	102	103	/	99
COC(=O)C1Cc2c([nH]c3ccccc23)C(C)N1 (stereo unspecified)	103	102	1	0.2	110	4	9	103	104	9	99
O=C(Cn1cnc2ccccc2c1=O)NCC(=O)N1CCOCC1	101	104	1	0.3	105	12	-6	101	104	-6	97
C=CCNC(=O)CSc1nnc(-c2cccs2)o1	98	100	25	0.8	104	14	0	104	102	10	107
COc1ccccc1C(CCNS(=O)(=O)c1ccc(C)cc1)c1ccco1 (stereo unspecified)	99	99	12	1.8	101	4	-6	100	98	21	98
N=C1/C(=C\c2ccc(OC(=O)c3ccco3)cc2)C(=O)N=C2SC=NN12	89	89	3	-0.1	93	/	25	88	86	/	95
O=C(O)CCN(Cc1ccccc1)S(=O)(=O)c1ccc(Cl)cc1F	95	97	2	0.1	101	10	1	98	98	-15	99
CC1=C(C(=O)Nc2ccc(C)cc2C)C(c2cccc(Cl)c2)n2nc(C(=O)OC(C)C)nc2N1 (stereo unspecified)	97	102	-1	1.2	101	4	13	102	99	-10	102
COc1ccc(C2CC(c3ccccc3C)n3nc(N)nc3N2)cc1 (stereo unspecified)	100	102	0	0.2	107	8	16	99	104	/	101
O=C(NNC(=O)c1ccccc1[N+](=O)[O-])c1ccccc1[N+](=O)[O-]	97	98	0	-0.8	98	12	2	98	98	-8	96
COc1cccc(-c2csc(N3CCN(C(=S)Nc4ccccc4OC)CC3)n2)c1	100	103	2	0.6	103	10	-6	107	107	/	104
OC(COc1ccc(CN2CCCCO2)cc1)CN1CCCCC1 (stereo unspecified)	97	98	14	-0.2	102	11	9	97	98	15	104
Cc1cc(C)c(S(=O)(=O)NCC23C=CC(O2)C2C(=O)N(c4ccccc4)C(=O)C23)c(C)c1 (stereo unspecified)	102	107	1	0.6	103	9	20	110	108	-9	100
CCOC(=O)CC(=O)CSc1nc(-c2cccnc2)cc(C)c1C#N	101	102	4	0.7	106	28	15	100	105	17	100
O=C(O)CCc1ccc(-c2cccs2)n1-c1ccc(C(=O)O)cc1	95	97	-2	-1.1	98	7	47	95	95	/	97
CN(CC(=O)Nc1cccc2ccccc12)c1ccc(S(=O)(=O)N2CCOCC2)cn1	95	98	1	0.4	97	12	10	98	98	1	98
COc1cccc(-c2nnc(SCc3nc4ccccc4s3)n2C)c1	100	103	1	0.4	100	8	-9	104	104	-3	95
C=CCN1CN(S(=O)(=O)c2cccs2)c2nc3ccccc3nc21	100	103	4	1.0	101	8	2	103	102	/	101
Cc1cnn(-c2cc(N/N=C/c3ccccc3)ncn2)c1	100	101	4	0.3	101	37	-1	100	103	/	101

Quoted from the listing.
COc1cccc(-c2nnc(SCc3nc4ccccc4s3)n2C)c1 | Avidin fluor: 8
OC(COc1ccc(CN2CCCCO2)cc1)CN1CCCCC1 (stereo unspecified) | ABCB1 block: -0.2
O=C(O)CCN(Cc1ccccc1)S(=O)(=O)c1ccc(Cl)cc1F | HRas wt GTP: 97
